High-throughput results deposited in PubChem by National Center for Advancing Translational Sciences (NCATS).
IL2 activator: activates IL-2 in a cell-based reporter assay; AID 652025; activation, % (series mostly up to about 46 µM); IL-2 activation reporter assay, cell-based qHTS; stimulated with anti-CD3/CD4/CD28 beads; in transgenic mouse T cells; 360,000 compounds, 0.065% hits; in the data active = activation above about 50%; inconclusive = mostly about 30% to 49%; also: 0% is about no effect
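Unstimulated transgenic mouse T cells, 750 per well, received compound and, after 60 minutes, anti-CD3/anti-CD4 bead plus anti-CD28 stimulation. EGFP and DsRed were quantified after 18 hours.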
PLK1 PBD block: PLK1 (human) polo-box domain binding inhibition. P53350. Plk1 PBD binding of FITC phosphopeptide, fluorescence polarization. Potency, µM, for the others: max response, negative = inhibition, actives largely listed as inhibitors. 360,000 compounds, 2.8% hits. AID 720504; also: potency is read from the fitted curve at half-maximal effect; series mostly up to about 57 µM; % is scaled to controls: 0 for no effect and ±100 for the full control effect; nearly all actives have a fitted effect of over 65% in size
PTHR1 agonist: agonists of human PTHR1 parathyroid hormone receptor; HEK293 GP2 PTHR1 cells, GloSensor cAMP luminescence, 1 h; Potency, µM (top dose mostly 115 µM), without a hit: top-dose activation, most hits filed as activators; 410,000 compounds, 0.075% hits; also: potency is read from the fitted curve at half-maximal effect; nearly all actives have a fitted effect of over 55% in size; some results filed as inactive show a strong effect at the top dose; inactives centre near -15; many of its hits are not listed in these tables
Target sequence (Q03431 whole entry, looked up): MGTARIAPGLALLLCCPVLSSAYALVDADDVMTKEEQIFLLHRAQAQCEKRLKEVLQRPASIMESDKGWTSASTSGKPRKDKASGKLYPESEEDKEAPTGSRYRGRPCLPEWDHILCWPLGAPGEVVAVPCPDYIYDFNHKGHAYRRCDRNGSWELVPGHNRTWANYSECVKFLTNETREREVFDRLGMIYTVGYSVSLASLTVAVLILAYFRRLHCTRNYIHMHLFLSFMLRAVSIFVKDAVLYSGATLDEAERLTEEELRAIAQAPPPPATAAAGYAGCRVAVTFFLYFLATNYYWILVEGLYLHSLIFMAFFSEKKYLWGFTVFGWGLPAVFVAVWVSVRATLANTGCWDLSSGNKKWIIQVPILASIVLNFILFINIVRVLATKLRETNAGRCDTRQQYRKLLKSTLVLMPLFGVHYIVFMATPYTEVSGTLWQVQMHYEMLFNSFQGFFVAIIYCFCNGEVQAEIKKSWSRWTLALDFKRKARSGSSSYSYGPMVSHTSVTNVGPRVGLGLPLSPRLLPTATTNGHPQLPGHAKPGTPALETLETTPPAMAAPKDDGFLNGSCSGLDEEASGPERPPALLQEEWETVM
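HEK-293-derived GP2 cells expressing PTHR1 and a GloSensor cAMP reporter, 3,000/well, plated overnight, given luciferin plus IBMX (each 0.5 mM as added) for 1 h at 37 °C, then compound for 1 h at 37 °C. Luminescence was read after 15 min at room temperature.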
EPAC1 antag: antagonists of human EPAC1. O95398. EPAC1 GEF assay, Rap1b-BODIPY-GDP exchange fluorescence. Potency, µM (top dose mostly 115 µM), without a hit: at the top dose activity change, negative = inhibition, most hits filed as inhibitors. 360,000 compounds, 0.14% hits. AID 720709;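 also: potency is read from the fitted curve at half-maximal effect; plate controls were vehicle for no effect and positive control for full effect; nearly all actives have a fitted effect of over 50% in size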
GLP-1R inv ag: acts as inverse agonist at human GLP-1 receptor. Potency, µM (top dose mostly 38.3 µM), for the others: at the highest dose activity change, negative = inhibition, hits mostly inhibitors. 410,000 compounds, 1.6% hits. HEK293 GLP-1R CRE-luciferase, luminescence, 24 h; GLP-1R form is constitutively active. AID 624417. P43220; also: potency is read from the fitted curve at half-maximal effect; % is scaled to controls: 0 for no effect and ±100 for the full control effect; nearly all actives have a fitted effect of over 55% in size
Target sequence (P43220 whole entry, looked up): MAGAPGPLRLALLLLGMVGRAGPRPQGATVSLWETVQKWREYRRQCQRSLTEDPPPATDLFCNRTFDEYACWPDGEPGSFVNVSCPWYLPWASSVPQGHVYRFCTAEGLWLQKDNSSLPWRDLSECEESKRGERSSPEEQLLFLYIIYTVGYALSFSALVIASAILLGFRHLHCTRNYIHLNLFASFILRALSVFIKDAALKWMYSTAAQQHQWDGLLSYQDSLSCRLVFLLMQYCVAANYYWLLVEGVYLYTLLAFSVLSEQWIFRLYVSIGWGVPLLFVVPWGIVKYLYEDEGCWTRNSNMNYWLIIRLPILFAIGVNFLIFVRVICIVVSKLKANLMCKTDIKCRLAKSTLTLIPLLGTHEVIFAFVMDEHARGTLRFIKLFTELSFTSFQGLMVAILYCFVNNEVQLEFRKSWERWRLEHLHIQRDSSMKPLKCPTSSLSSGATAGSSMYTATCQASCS
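Stable HEK293 clone (constitutively active GLP-1R + cAMP-response luciferase); 200 cells/uL plated, 12 h pre-culture, compound 24 hr, 37 deg C/5% CO2; detection reagent 12 min RT; luminescence.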
GLP1R cytotox: cytotoxicity in counter-screen for GLP-1R inverse agonists; Potency, µM (highest dose often 38.3 µM), for inactives: at the highest dose activity change, negative = inhibition, most hits filed as inhibitors; HEK293 cAMP-luciferase reporter cells, luminescence, 24 h; 410,000 compounds, 0.13% hits;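 also: loss of luciferase light is scored as toxicity; potency is read from the fitted curve at half-maximal effect; % is scaled to controls: 0 for no effect and ±100 for the full control effect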
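Seeding density was 200 cells/uL; after overnight-length (12 h) culture, 23 nL compounds went on for 24 h at 37 °C. Readout used a luciferase detection reagent, luminescence taken after 12 min at room temperature.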
EPAC1 ag: agonists of human EPAC1; AID 720707; O95398; 360,000 compounds, 0.073% hits; Potency, µM (titrated, usually from 154 µM), inactives show at the top dose activation, hits mostly activators; EPAC1 agonist qHTS, biochemical assay; response scale: 100% = response to 6.5 mM cAMP; also: potency is read from the fitted curve at half-maximal effect; nearly all actives have a fitted effect of over 60% in size
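Normalized to 6.5 mM cAMP, activity reflects EPAC1-catalysed release of BODIPY-GDP from Rap1B, followed kinetically over 30 min at 480 nm excitation, 540 nm emission. Reaction contained 100 nM EPAC1, 250 nM Rap1B-BODIPY-GDP, 50 uM GDP.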
PI5P4Ka inh: PI5P4K alpha (human) kinase inhibition. max response, %. P48426. 330,000 compounds, 1.2% hits. AID 652105. PI5P4Kalpha enzyme, ADP-Glo luminescence, 60 min; hits give low values; active = max response of -50% or lower; inconclusive = between -30% and -50%; inactive = -30% or higher; also: value at the top dose of about 77 µM; % is scaled to controls: 0 for no effect and ±100 for the full control effect
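Controls without substrate or without enzyme flank wells where PI5P4Kalpha converts substrate using 5 microM ATP (final). Incubation lasts 60 minutes at room temperature; ADP formed is read by ADP-Glo luminescence.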
GLP1R ag: GLP-1 receptor (human) agonism; AID 624172; Potency, µM (series often up to 45.6 µM), for the others: top-dose activation, usual class: activators; HEK293 GLP-1R CRE-luciferase, luminescence, 4-6 h; cells express a hypersensitive GLP-1R form; 380,000 compounds, 0.007% hits; P43220; also: potency is read from the fitted curve at half-maximal effect; % of control where 0% means no effect
The depositor's hits bear a star; i = inactive; ? = inconclusive; . = no result given; & = joins results of further samples; [ ] = dose if it differs, or a comment. Unless noted, calls follow the shape of the dose curve; as a rule, active = well fitted curve in the direction sought with a large enough effect; inconclusive = small, poorly fitted or top-dose-only effect, or another doubt; inactive = no such curve, though single readings can be large; an effect the other way counts as inactive or inconclusive. Some of the compounds tested; rates above refer to the full screens.

SMILES	IL2 activator	PLK1 PBD block	PTHR1 agonist	EPAC1 antag	GLP-1R inv ag	GLP1R cytotox	EPAC1 ag	PI5P4Ka inh	GLP1R ag
CCS(=O)(=O)n1nc(-c2cccnc2)nc1NCc1ccc(F)cc1	-1.6	4%	i	11%	28%	-16%	-9%	4	?
C=C(c1ccc(O)cc1)c1ccc(O)cc1	0.0	-7%	i	-8%	?	?	5%	?	-38%[inhibitor]
Cc1ccccc1N/N=C/c1sc(=O)n(Cc2cccc(C(=O)O)c2)c1Cl	-0.3	27µM*	-21%	-18%	?	-16%	-8%	?	-1%
Cc1cccc(C)c1OCCOC(=O)c1n[nH]c2ccccc12	-1.0	0%	-7%	-21%	?	-4%	10%	14	30%
CCCn1ncc(CN2CCC(n3nccc3NC(=O)c3ccccc3Cl)CC2)c1C	-2.3	0%	-9%	-1%	-3%	14%	3%	3	-2%
O=C(CN1C(=O)CCSc2ccccc21)NC1CCCCC1	0.8	1%	i	-15%	6%	1%	-12%	2	-7%
CCOc1cccc(CN2CCC(n3nccc3NC(=O)C3CC3)CC2)c1O	0.2	3%	-14%	-5%	10%	12%	-16%	-4	-7%
CCOc1ccccc1N1CN(C2CCCCC2)CNC1=S	-0.2	-14%	-25%	-18%	-5%	?	7%	-2	7%
O=C(COC(=O)Cc1n[nH]c(=O)c2ccccc12)Nc1ccc(Cl)cc1F	-0.1	-6%	i	-20%	12%	-3%	6%	-2	10%
FC(F)(F)C1=NNC(c2ccc3ccccc3c2)=NN1	-2.3	-15%	i	6%	-25%	-15%	2%	-13	3%
CCC1CCCCN1C(=O)CN1C(=O)c2ccccc2S1(=O)=O (stereo not drawn)	0.8	-12%	-63%	-2%	18%	-14%	7%	3	9%
Cc1nn(Cc2ccccc2)c(C)c1NC(=O)c1cc(-c2cccs2)on1	-2.0	-1%	-29%	2%	0%	2%	13%	.	5%
CCS(=O)(=O)Nc1cccc(C2=NN(S(=O)(=O)c3ccc(C)cc3)C(c3cccs3)C2)c1 (stereo not drawn)	-0.1	7%	-14%	3%	?	-8%	11%	1	14%
Cc1ccc(NC(=O)C2(C)CCN2C(=O)Cc2ccc(-c3ccccc3)cc2)cc1 (stereo not drawn)	-0.2	4%	-33%[inhibitor]	-11%	?	-7%	3%	43	-2%
Cc1cc(C)n(C(=O)/C(C#N)=C/N(C)C)n1	0.4	-7%	i	-10%	8%	1%	4%	3	2%
CCOc1nc(-c2ccccc2)ccc1-c1noc(-c2cccnc2)n1	-2.2	-24%	29%	8%	16%	19%	7%	-9	7%
O=C(O)c1cc([N+](=O)[O-])c(N2CCCC2)c([N+](=O)[O-])c1	0.7	-2%	-16%	-4%	10%	-12%	-2%	-21	-9%
CCCN(C(=O)c1ccco1)c1nnc(-c2ccccc2C)s1	2.5	-18%	-95%[inhibitor]	-6%	?	21%	0%	8	34%
CC1OC(Oc2c(-c3cc(O)c(O)c(O)c3)oc3cc(O)cc(O)c3c2=O)C(O)C(O)C1O (stereo not drawn)	-0.5	?	-11%	-14%	-9%	-21%	-23%	?	-5%
CC(=O)c1ccc(S(=O)(=O)N(C)C(C)CCc2ccco2)cc1 (stereo not drawn)	-1.6	-1%	-5%	-8%	-15%	3%	-9%	-8	0%
Cn1c(=O)c2cn(-c3cccc4ccccc34)cc2n(C)c1=O	-0.5	-6%	-11%	-1%	1%	0%	6%	1	-2%
COc1ccc(S(=O)(=O)Nc2ccc3c(c2)C(=O)N([C@H](C)CO)C[C@@H](C)[C@@H](CN(C)S(=O)(=O)c2ccc(Cl)cc2)O3)cc1	0.6	-12%	-13%	-28%	?	-7%	2%	2	11%
COc1ccc2c(c1)SCC/C2=C\CN1C(=O)CCC1=O	-1.9	-4%	i	4%	-1%	4%	15%	-4	1%
Cc1cc(-n2nc3ccccc3n2)c(O)c([N+](=O)[O-])c1	0.1	-17%	-26%	20%	15%	6%	10%	1	-15%
Cc1nn(Cc2c(F)c(F)c(F)c(F)c2F)c(C)c1NC(=O)c1ccc(COc2cc(Cl)ccc2Cl)cc1	-2.1	-6%	i	1%	-13%	?	-4%	.	-12%
CN1CCN(C(=O)c2cc3c(ccc4ccccc43)oc2=O)CC1	-3.0	-5%	i	1%	2%	25%	-2%	-3	-8%
Cc1ccc(S(=O)(=O)Nc2ccc3c(c2)C(=O)c2ccccc2-3)cc1	-0.6	3%	-62%[inhibitor]	-8%	?	3%	-2%	4	6%
COc1ccccc1-c1ccc(SCc2ccc(C)cc2)nn1	-0.5	-7%	0%	-18%	-4%[7.66 µM]	10%[7.66 µM]	17%	1	-4%
COc1ccccc1C(=O)NCCC(=O)N1CCN(S(=O)(=O)c2cccc(Cl)c2)CC1	-0.1	-2%	i	-8%	5%	-3%	2%	3	1%
O=C(CCSCc1ccc(Cl)cc1)NCCc1ccccc1	-1.5	-10%	-3%&0%	-3%	?	14%&11%	1%	-6	0%
CCc1ccc2c(c1)C(=O)C(=O)N2CC(=O)Nc1ccc(NC(=O)c2ccccn2)cc1	0.8	-23%	-30%	-10%	-17%	-7%	4%	-1	13%
C=CC[C@@H](Cc1ccc(F)cc1)C(=O)OC[C@H]1CCCN1C(=O)[C@@H](CC=C)CC(=O)N[C@H](CO)Cc1ccccc1	-0.4	-10%	-15%	-21%	?	-14%	-5%	6	1%
CCN1CCN(Cc2c(O)ccc3c(=O)c(-c4ccc(OC)c(OC)c4)c(C)oc23)CC1	0.6	-7%	i	-4%	6%	7%	9%	.	1%
O=C1C(N2CCOCC2)=Cc2cccc3cccc1c23	1.7	?	0%	11%	22%	-37%	?	0	11%
Cc1ccccc1NS(=O)(=O)c1ccc(C(=O)N2CCN(S(=O)(=O)c3ccccc3)CC2)cc1	-5.5	1%	-30%[inhibitor]	-21%	5%	14%	4%	-7	-10%
Cc1ccccc1NC(=S)NC(=O)Cc1ccc(Cl)cc1	2.6	-6%	-6%	-20%	?	?	6%	1	3%
COc1ccc(N2C(=O)CC(N(CCc3ccc(OC)c(OC)c3)C(=S)Nc3ccccc3)C2=O)cc1 (stereo not drawn)	2.1	-1%	-3%	-8%	13%	-27%	-18%	1	-3%
CC(C)OC(=O)c1nnn(-c2nonc2N)c1CN1CCCCCC1	-1.6	-3%	i	-7%	-6%	-18%	-12%	.	9%
CC(C)(C)OC(=O)N(CCc1ccccc1)Cc1cccc(OCc2cccc(NC(=O)/C=C/c3ccccc3)c2)c1	-0.6	-9%	-54%[inhibitor]	-4%	?	2%	5%	2	6%
Cc1ccc(/C=N/NC(=O)c2cc(-c3cccnc3)nc3ccccc23)cc1	-3.8	-2%	i	4%	?	-4%	-4%	0	19%

At a glance, some entries already given:
SMILES	IL2 activator	PLK1 PBD block	PTHR1 agonist	EPAC1 antag	GLP-1R inv ag	GLP1R cytotox	EPAC1 ag	PI5P4Ka inh	GLP1R ag
COc1ccc2c(c1)SCC/C2=C\CN1C(=O)CCC1=O	-1.9	-4%	i	4%	-1%	4%	15%	-4	1%
Cc1cc(-n2nc3ccccc3n2)c(O)c([N+](=O)[O-])c1	0.1	-17%	-26%	20%	15%	6%	10%	1	-15%
Cc1nn(Cc2c(F)c(F)c(F)c(F)c2F)c(C)c1NC(=O)c1ccc(COc2cc(Cl)ccc2Cl)cc1	-2.1	-6%	i	1%	-13%	?	-4%	.	-12%
CN1CCN(C(=O)c2cc3c(ccc4ccccc43)oc2=O)CC1	-3.0	-5%	i	1%	2%	25%	-2%	-3	-8%
Cc1ccc(S(=O)(=O)Nc2ccc3c(c2)C(=O)c2ccccc2-3)cc1	-0.6	3%	-62%[inhibitor]	-8%	?	3%	-2%	4	6%
COc1ccccc1-c1ccc(SCc2ccc(C)cc2)nn1	-0.5	-7%	0%	-18%	-4%[7.66 µM]	10%[7.66 µM]	17%	1	-4%
COc1ccccc1C(=O)NCCC(=O)N1CCN(S(=O)(=O)c2cccc(Cl)c2)CC1	-0.1	-2%	i	-8%	5%	-3%	2%	3	1%
O=C(CCSCc1ccc(Cl)cc1)NCCc1ccccc1	-1.5	-10%	-3%&0%	-3%	?	14%&11%	1%	-6	0%
CCc1ccc2c(c1)C(=O)C(=O)N2CC(=O)Nc1ccc(NC(=O)c2ccccn2)cc1	0.8	-23%	-30%	-10%	-17%	-7%	4%	-1	13%

Next part
SMILES	IL2 activator	PLK1 PBD block	PTHR1 agonist	EPAC1 antag	GLP-1R inv ag	GLP1R cytotox	EPAC1 ag	PI5P4Ka inh	GLP1R ag
Cc1ccc(-c2c(C#N)c(N)n(-c3ccccc3C)c(=O)c2C#N)cc1	-0.1	-6%	i	-7%	13%	-5%	12%	4	6%
N#CCCN1CCN(C(=S)c2ccc(-c3ccc(Cl)c(Cl)c3)o2)CC1	0.3	11µM*	-26%[57.5 µM]	-6%	?	-28%	7%	-12	36%
CC(=O)Nc1ccc(NC(=O)C2CCCN(C(=O)c3ccc(Cl)cc3)C2)cc1 (stereo not drawn)	3.1	-12%	i	-5%	-12%	12%	1%	-9	5%
CCc1ccc2[nH]c(=O)c(Cc3ccccc3)c(O)c2c1	-0.5	-16%	i	-23%	5%	-1%	4%	-1	2%
COc1ccc(Nc2cc(C)nc3c(C)c(C)ccc23)cc1	.	.	i	.	-3%	-6%	.	.	-6%
O=C(NC(=S)NC1CCCC1)c1ccccc1Br	-0.4	-6%	-4%	-16%	-7%	12%	-9%	-4	6%
COc1ccc(OC)c(C2CC(=O)OC3=C2C(=O)CC(C)(C)C3)c1 (stereo not drawn)	-2.4	-17%	i	-1%	12%	7%	8%	2	0%
Nc1c(C(=O)Nc2ccccc2F)sc2nc(Cc3ccccc3)cc(C(F)(F)F)c12	51*	?	i	?	21%	273%[activator]	-24%	.	6%
